Cneo AK release: Cryptococcus neoformans lysis via adenylate kinase release | lysis activity, % at 15 µM | C. neoformans lysis, adenylate kinase release luminescence, 4 h; normalised: neutral wells 0, clomiphene wells 100 | AID 651654 | hit rate 0.2% among 360,000;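 active = mean lysis activity across replicates of at least 80%, whatever share of replicates individually reach that level; inactive = mean lysis activity below 80%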
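Schedule: static 4 h at 37 °C with compound, 1 h detection; system: C. neoformans cells; benchmarks: Clomiphene as positive control; buffer or medium: fresh YPD medium; measure: luminescence rise reflecting yeast cell lysis; measured by: luminescent adenylate kinase detection reagent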
Statin myotox sup: suppression of simvastatin myotoxicity; C2C12 myotubes + simvastatin, ATP luminescence, 48 h; scaled: DMSO 0, geranylgeraniol control 100; rescue of ATP level, % at 7.49 µM; hit rate 0.78% among 330,000; AID 602340;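 active = mean ATP rescue above about 67%, or every replicate alone reaching that limit, limit read from the data, passing the limit was not always enough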;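 note: myotubes were challenged with 10 µM simvastatin during compound exposure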
* = called active by the depositor. Some of the compounds tested; the hit share may differ from the screen's.

SMILES	Cneo AK release	Statin myotox sup
CC1CCN(S(=O)(=O)c2nnc(NC(=O)c3cccc([N+](=O)[O-])c3)s2)CC1	1	-8
CC(=O)c1sc2nc(-c3cccs3)cc(C(F)(F)F)c2c1N	-1	29
CC1CCN(CCCNC(=O)C2CC(=O)N(C3CCCCCC3)C2)CC1 (centres undefined)	2	-3
O=C(CN1CCN(Cc2ccccc2)CC1)Nc1cccc(C(F)(F)F)c1	0	0
CCCOc1cccc(C(=O)Nc2cccnc2)c1	-1	1
CC1(C)CN=C(NC2CCCCC2)S1	-2	2
Cc1cccc(C)c1NC(=O)N1CCN(C2CCCCC2)CC1	-1	7
O=S(=O)(c1ccccc1Cl)N1CCCC(c2nc(-c3cccnc3)no2)C1 (centres undefined)	-2	-3
CCn1c(=O)c(C(=O)Nc2ccc(C)cc2C)c(O)c2ccccc21	-1	-4
CC(=O)c1cc(NC(=O)c2ccc(Cl)cc2)c(=O)oc1/C=C/N(C)C	0	-8
CC(=O)Nc1ccc(NC(=O)CN(c2ccccc2Cl)S(C)(=O)=O)cc1	-9	-3
COCCn1c(C)cc(C(=O)CSc2nncn2-c2ccccc2)c1C	-2	3
O=C(Nc1ccc(-c2nc3ccccc3o2)cc1)C1CCCO1 (centres undefined)	-15	-72
O=C(N/N=C/c1cccnc1)c1cc2c(ccc3ccccc32)o1	5	0
N=c1n(CCN2CCOCC2)c2ccccc2n1Cc1ccccc1Br	-1	0
Cc1ccc2[nH]c3c(c2c1)CCCC3NC(=O)CCl (centres undefined)	2	6
c1ccc2c(c1)oc1c(NCCCN3CCOCC3)ncnc12	3	12
COCCNc1cc(C)nc2c3c(C)cc(C)nc3nn12	5	4
CCCCOC(=O)C1=C(C)Nc2ncnn2C1c1ccc(OC)c(OC)c1 (centres undefined)	1	0
CC1=NN(c2ccccc2)C(=O)C1(C)C	-1	10
COc1ccc(NC(=O)c2ccc(COc3ccccc3Br)o2)cc1OC	0	5
O=C(NCC1CCCO1)c1c(O)c2c([nH]c1=O)CCCC2 (centres undefined)	1	-6
Cc1nc2ncnn2c(N2CCN(c3cccc(C(F)(F)F)c3)CC2)c1C	3	19
N/C(=N\S(=O)(=O)c1ccc(Cl)s1)c1ccccc1	-4	-6
Cc1ccc(Nc2nc(C(=O)NCc3ccco3)cs2)cc1	-1	-2
NS(=O)(=O)c1ccc2nc(NC(=O)c3ccc4ncsc4c3)sc2c1	6	3
Cc1ccnc(N2CCC(C(=O)NC3CCCCCC3)CC2)n1	-1	-5
COc1ccc(C2C(C#N)=C(N)N(c3sc4c(c3C#N)CCCC4)C3=C2C(=O)CC(C)(C)C3)cc1OC (centres undefined)	-1	-12
CC(C)OCCCNc1ncnc2c1[nH]c1ccc(F)cc12	1	-34
CCOc1ccc(OCC)c(S(=O)(=O)N2CCCCC2)c1	-4	-2
COc1ccc(C2C(C#N)=C(N)N(Nc3ccccc3)C3=C2C(=O)CC(C)(C)C3)cc1C (centres undefined)	-4	-12
Cc1cccc(N2CCN(C(=O)Cn3cnc4c3c(=O)n(C)c(=O)n4C)CC2)c1C	-1	-23
Cc1nc2ccc(S(=O)(=O)NCC(=O)N3CCCCC3)cc2s1	-1	-19
COc1cc(Br)cc(-c2nc3c(c(=O)[nH]c(=O)n3Cc3ccccc3)n2C)c1O	-1	-8
O=C(NCC(c1cccs1)N1CCOCC1)c1cccnc1 (centres undefined)	3	0
CCC(C)C(=O)Nc1ncc2c(n1)CC(c1cccs1)CC2=O (centres undefined)	-2	14
COc1cnc(-c2ccccn2)nc1Oc1ccc(Cl)c2ccccc12	15	4
CCc1nc(Nc2ccc3c(c2)OCCO3)c2oc3ccccc3c2n1	-2	-13
CCc1cc(C)c(O)c(CC)n1	1	8
Cc1ccccc1N1C(=O)[C@@H]2Cc3ccccc3CN2C1=O	-1	6

Three compounds picked at random from those above:
SMILES	Cneo AK release	Statin myotox sup
O=C(NCC(c1cccs1)N1CCOCC1)c1cccnc1 (centres undefined)	3	0
CCc1nc(Nc2ccc3c(c2)OCCO3)c2oc3ccccc3c2n1	-2	-13
Cc1nc2ccc(S(=O)(=O)NCC(=O)N3CCCCC3)cc2s1	-1	-19

Next entries follow:
SMILES	Cneo AK release	Statin myotox sup
CSCCC(NC(=O)c1cc(C)oc1C)C(=O)O (centres undefined)	-1	36
CC1(Cc2cc(Cl)ccc2C(F)(F)F)C(=O)Nc2cc(F)ccc21 (centres undefined)	-1	-2
Cc1ccc(S(=O)(=O)N2CCC(C(=O)N3CCC[C@H]3C(=O)NCc3ccccc3)CC2)cc1	-2	0
Cc1cc(OCC(=O)Nc2ccc3oc(-c4ccncc4)nc3c2)ccc1Cl	5	-31
CCCN(CCO)Cc1cccc(Oc2ccccc2)c1	0	16
Brc1cccc(/C=N\n2cnnc2)c1	0	4
Cn1c(=O)n(C)c2cc(NS(=O)(=O)c3ccccc3)ccc21	-1	5
Cn1c(-c2ccc3c(c2)OCO3)cnc1NC(=O)CCC(=O)NCCc1ccccc1	-2	-4
O=C(Cc1ccc(S(=O)(=O)N2CCOCC2)s1)NCC1CCCCC1	2	4
N#Cc1c(=O)c2nc(NCc3ccccc3)ncc2n2ccccc12	-1	3

Some of these compounds in order of count of non-hydrogen atoms, falling.
SMILES	Cneo AK release	Statin myotox sup
Cc1ccc(S(=O)(=O)N2CCC(C(=O)N3CCC[C@H]3C(=O)NCc3ccccc3)CC2)cc1	-2	0
COc1ccc(C2C(C#N)=C(N)N(Nc3ccccc3)C3=C2C(=O)CC(C)(C)C3)cc1C (centres undefined)	-4	-12
Cn1c(-c2ccc3c(c2)OCO3)cnc1NC(=O)CCC(=O)NCCc1ccccc1	-2	-4
Cc1cccc(N2CCN(C(=O)Cn3cnc4c3c(=O)n(C)c(=O)n4C)CC2)c1C	-1	-23
COc1cc(Br)cc(-c2nc3c(c(=O)[nH]c(=O)n3Cc3ccccc3)n2C)c1O	-1	-8
Cc1cc(OCC(=O)Nc2ccc3oc(-c4ccncc4)nc3c2)ccc1Cl	5	-31
CCc1nc(Nc2ccc3c(c2)OCCO3)c2oc3ccccc3c2n1	-2	-13
N#Cc1c(=O)c2nc(NCc3ccccc3)ncc2n2ccccc12	-1	3
CC1(Cc2cc(Cl)ccc2C(F)(F)F)C(=O)Nc2cc(F)ccc21 (centres undefined)	-1	-2
Cc1nc2ccc(S(=O)(=O)NCC(=O)N3CCCCC3)cc2s1	-1	-19
Cc1ccccc1N1C(=O)[C@@H]2Cc3ccccc3CN2C1=O	-1	6
CCCN(CCO)Cc1cccc(Oc2ccccc2)c1	0	16
CSCCC(NC(=O)c1cc(C)oc1C)C(=O)O (centres undefined)	-1	36
Brc1cccc(/C=N\n2cnnc2)c1	0	4
CCc1cc(C)c(O)c(CC)n1	1	8

Additional compounds
SMILES	Cneo AK release	Statin myotox sup
COc1cccc(-c2sc3ccccc3c2-c2ccc(OCCN3CCCCC3)cc2)c1	17	-34
c1ccc(C2CCC(N3CCN(c4ccccc4)CC3)CC2)cc1 (centres undefined)	0	13
Cc1ccc(S(=O)(=O)N(C)CC(=O)O/N=C(\N)c2ccc([N+](=O)[O-])cc2)cc1	1	-12
O=C(COc1ccc(Cl)cc1)Nc1nc(-c2ccc(S(=O)(=O)N3CCOCC3)cc2)cs1	1	-4
CC(C)(C)C(=O)N1CCC(O)(CS(=O)(=O)Cc2ccccc2Cl)CC1	4	8
CC(=O)c1ccc(OCCCC(=O)NCC(c2ccco2)N(C)C)cc1 (centres undefined)	-2	2
O=C(Cn1cc(C(=O)C2CC2)c2ccccc21)NCc1ccccc1	-1	3
COc1ccccc1Nc1nnc(C)c(=O)[nH]1	3	-6
COc1ccc(C(=O)NC(CC(C)C)C(=O)O)cc1OC (centres undefined)	-12	-1
Cc1cc(C(=O)CSc2nnnn2-c2ccc(Cl)cc2)c(C)n1CC1CCCO1 (centres undefined)	-2	-24
CC(=O)c1c(C)[nH]c(C(=O)OCCCCN2C(=O)c3ccccc3C2=O)c1C	1	-10
COc1ccc(-c2nnc(SCC(=O)Nc3ccc4c(c3)OCCO4)n2N)cc1OC	1	-52
C#CCOCCOCCOCCNc1nc(N2CCN(C(=O)CCCCCCCCCCNC(=O)Cn3cc(C[C@@H](C)O)nn3)CC2)nc(N2CCN(C(=O)CCCCCCCCCCNC(=O)[C@@H]([C@H](C)O)n3cc(C)nn3)CC2)n1	0	106*
CCOC(=O)N1CCN(C(=O)COc2ccc(Br)cc2Cl)CC1	0	7
CCCS(=O)(=O)N1CCCC(C(=O)N2CCOCC2)C1 (centres undefined)	0	5
CCC(=O)OC1(C)C(=O)C=C2C=C(c3ccsc3)OC=C2C1=O (centres undefined)	0	8
O=CN1CCc2scc[n+]2-c2ccccc21	-1	25
CCOc1ccc(NC(=O)CSCC(=O)O)cc1	-1	-1
Cc1ccc(N2CS(=O)(=O)/C(=C/N(C)C)C2=O)cc1	-6	1
Fc1ccccc1-c1nnc2c3ccccc3nc(N3CCOCC3)n12	-2	5
O=C(Nc1nc2ccccc2s1)C1CCCN1S(=O)(=O)c1ccc(Cl)cc1 (centres undefined)	2	-1
CCCn1nnnc1-c1ccc(Cl)cc1	-2	26
CCOC(=O)C1C(=O)NC(C)C1c1ccccc1 (centres undefined)	6	-6
Cc1cc(OCCN2CCCC2)ccc1C(C)C	0	9
CCOC(=O)c1c[nH]c2c(C)cc(C)cc2c1=O	1	3
CCCc1cc2c(cc1NC(=O)c1ccc(Br)cc1)OCO2	2	-1
CCCCn1c(=O)cc(O)c2ccccc21	-2	18
O=C(COc1ccccc1)c1cn(CC(=O)N2CCOCC2)c2ccccc12	-3	0
CC1CCN(C(=S)c2ccc(O)cc2)CC1	-3	5
COc1ccccc1NC(=O)CSc1ncn[nH]1	4	-6
COc1cccc(N2CCN(C(=S)Nc3cccc(C)c3)CC2)c1	-3	2
COc1ccc(N=C2C(=O)Nc3ccccc32)cc1	4	16
CCOC(=O)C1CCN(c2ncnc3c2[nH]c2cccc(OC)c23)CC1	1	15
Cc1ccc(S(=O)(=O)NC2=NCN(C3CCN(Cc4ccccc4)CC3)CN2)cc1	2	-6
O=C(Nc1cccc(F)c1)c1ccc2ncsc2c1	-5	-13
Cc1ccc(OCCCN2C(=O)C(=O)c3cccc(C)c32)cc1	-4	1
OC(CNC1Cc2ccccc2C1)c1ccccc1 (centres undefined)	1	8
Cc1cc(C(=O)OCC(=O)NCc2ccco2)c(C)n1-c1ccc(F)cc1	-3	-27
CCOC(=O)c1nnn(-c2nonc2N)c1-c1ccccc1	0	5
CCCN(CCC)CCCNC(=O)c1cc2cc3ccc(OC)cc3nc2o1	6	4
Cc1cc2occ(CC(=O)Nc3nccs3)c2cc1C(C)C	7	-62
COC(=O)c1ccccc1NC(=O)CN1CCC(NC(=O)c2ccccc2C)CC1	0	0
COC(=O)c1ccc(C(=O)OC)c(NC(=O)c2cccnc2)c1	1	1
CC(=O)Nc1sc2c(c1C(c1ccc(F)cc1)N1CCOCC1)CCCC2 (centres undefined)	-1	28
CCOC(=O)C1=C(c2ccccc2)N2CCS(=O)(=O)N=C2S1	1	11
COc1ccc(-c2nn(-c3ccccc3)cc2C(=O)Nc2nccs2)cc1OC	-2	3
CC(=O)Nc1nonc1-c1nc2ccccc2n1Cc1nnc(C)o1	8	0
C#CCOCCOCCOCCNc1nc(N2CCN(C(=O)[C@H]([C@@H](C)CC)n3cc([C@@H](N)CO)nn3)CC2)nc(N2CCN(C(=O)[C@H]([C@@H](C)CC)n3cc([C@@H](N)Cc4ccc(O)cc4)nn3)CC2)n1	9	5
CC(C)Cn1c(=O)c(C(=O)Nc2cnccn2)c(O)c2ccccc21	1	3
CCCCn1c(=O)[nH]c(=O)c2c1nc(COC(=O)c1c(C)noc1C)n2CCC	-2	-36

Carrying on:
SMILES	Cneo AK release	Statin myotox sup
Cc1ccc(CNCC(O)(c2ccc(F)cc2)c2ccc(F)cc2)cc1	9	-13
CC1CC2(CCCCC2)Nc2ccc3ccccc3c21 (centres undefined)	2	7
O=C(Nc1nc2nc(-c3ccccc3)cc(-c3ccccc3)n2n1)c1ccco1	-13	13
Cc1cccc(C(=O)Oc2ccccc2-c2nnco2)c1	0	12
O=C(NC1CCCCC1)c1ccccc1NC(=O)C1CC1	1	-2
COc1ccc(C(=O)/C=C(\C)NCc2ccc3c(c2)OCO3)cc1	2	1
Cc1ccc(NC(=O)C2CC=CCC2C(=O)N2CCCCC2)cc1 (centres undefined)	2	-2
Cc1ccc(/C=C2/CCc3c([nH]c4ccccc34)C2=O)cc1	1	-5
CNc1nc(Oc2ccccc2C(=O)OC)nc(SC)n1	3	7
N#CCCN(CCC#N)C(=O)COc1ccc(Cl)cc1Cl	1	1
COc1ccc2cc1Oc1ccc(cc1)C[C@H]1c3c(cc(OC)c4c3Oc3c(ccc5c3[C@H](C2)N(C)CC5)O4)CCN1C	14	-24
CCOC(=O)c1cn(CC(=O)Nc2ccccc2C(=O)OCC)nn1	0	3
Cc1ccc(C2CC2C(=O)NNC(=S)Nc2cccc(C)c2)cc1 (centres undefined)	2	42
O=C1C2C3C=CC(C3)C2C(=O)N1CCCCN1C(=O)C2C3C=CC(C3)C2C1=O (centres undefined)	4	8
COc1ccc(C2/C=C\CN(C(=O)c3ccc(C)cc3)[C@H](Cc3ccccc3)C(=O)N2Cc2ccc(F)cc2)cc1 (some centres undefined)	-2	-10
Cc1cccc(C)c1N/C=C/c1onc(C)c1[N+](=O)[O-]	-4	15
Cc1ccc2nc(SC(C)C(=O)N3CCCC3)[nH]c2c1 (centres undefined)	1	-2
COc1ccccc1N1CCN(Cc2ccsc2)CC1	-3	3
CCOc1cc(C(c2c(C)[nH][nH]c2=O)c2c(C)[nH][nH]c2=O)ccc1OCc1ccc([N+](=O)[O-])cc1	3	2
CCC(C#CCN1CCOCC1)(CC)OCCC#N	4	3
Cc1ccc(S(=O)(=O)c2c(COC(=O)c3ccc(Cl)cc3)c(-c3ccccc3)nn2C)cc1	-1	34
COc1ccc(CCNC(=O)C2CCCN(Cc3nc(-c4ccccc4C)oc3C)C2)cc1OC (centres undefined)	0	-3

Compound activity deposited in PubChem by Broad Institute.
